# MT stabilize HCS = microtubule stabilization, imaging screen. AID 2205. actives 0.83% (n = 200,000). HeLa tubulin immunostaining HCS, 24 h; share of cells brighter than vehicle mean+2SD. % tubulin-high responders, % at 10 µM;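 active = plate Z-score above 3 for both tubulin-high and condensed-nucleus cell shares, with cell loss under 80%, at 10 µM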;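 also: anti alpha tubulin signal scored within the nucleus-defined area of each cell; some results filed as inactive read as strong as hits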
# Autophagy HCS = alters autophagy in cells. MEF GFP-LC3 puncta imaging; test concentration mostly 10 µM. calls only at 10 µM (by protocol). actives 0.98% (n = 190,000). AID 463193;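 active = percentage of spot-positive cells more than 3 SD above its plate mean, without a fluorescence outlier flag or 80% toxicity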;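 also: spot-positive cell cutoff set from DMSO-treated cells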
# PhoP inhibition = inhibitors of PhoP regulon expression, primary screen, Salmonella Typhimurium, GFP reporter (AID 1863); S. Typhimurium PhoP-regulated promoter GFP reporter, 4 h; higher % means a stronger effect; inhibition, % at 50 µM, or IC50 in µM where a hit was titrated; actives 0.16% (n = 300,000);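 active = inhibition over 29.93%, a cutoff 3 SD above the screen mean, later confirmed by dose response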;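 also: 0% = low Mg2+ inducing control and 100% = high Mg2+ repressing control; strong numbers were not always called active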
# ER stress rescue = protection against thapsigargin-triggered cell killing – 384-well, CSM14.1, ATP luminescence, primary screen (AID 1222); 190,000 tested, under 10 active; one-dose cellular ATP content (survival), % at 20 µM; EC50 in µM for titrated hits; CSM14.1 thapsigargin-induced death rescue, ATP luminescence; higher % means a stronger effect;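 active = EC50 below 50 µM in the dose-response confirmation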;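 also: death triggered by thapsigargin at about 15 µM added after 2 h compound pretreatment; cell ATP read after overnight thapsigargin exposure of roughly 18 to 22 hours; normalized against plate controls of thapsigargin alone and 5% DMSO vehicle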
# Dynein cargo inh = dynein cargo transport inhibition; AID 1381; 3617.4 mouse cells, GR-EGFP nuclear translocation imaging; test concentration mostly 20 µM; stimulated with dexamethasone, 1 µM; active compounds read low; actives 0.47% (n = 220,000); z-score, hits read low;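 active = plate z-score of nuclear minus cytoplasmic receptor signal below a set negative limit, without overly bright fluorescence or cell loss, cut at about -3.5 in these data, passing the limit was not always enough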;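 also: z-score of nuclear minus cytoplasmic ring GR-EGFP intensity difference per well; some compounds called inactive have numbers as strong as hits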
#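 Medium: Induction medium lacking tetracycline, stripped serum | Probe or stimulus: 1.0 µM final dexamethasone stimulus | Schedule: 48 h induction, then 1 h compound, then 30 min agonist, 37 °C | Signal: Automated 10x imaging of fixed Hoechst-stained cells | Evaluation: Per-cell GR-EGFP intensity, nucleus versus surrounding cytoplasmic ring, well-averaged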
# bCat nuc transl = modulators of beta-catenin nuclear translocation; HeLa beta-catenin nuclear translocation, immunofluorescence imaging; nuclear translocation activity, % at 5 µM; actives 0.3% (n = 190,000);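 active = nuclear translocation activity above 50% at 5 µM, with a well cell count of 50 or more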;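 also: per-cell ratio of nuclear to cytoplasmic median beta-catenin stain intensity; plate controls were DMSO negative control for no effect and GSK-3 inhibitor IX positive control for full effect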
#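 assay system = human HeLa cells, endogenous beta-catenin | times = compound treatment 24 h, 37°C, 5% CO2 | detection = Anti-beta-catenin immunofluorescence on PFA-fixed, Triton-permeabilized cells, DAPI nuclei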
# Hep lipid drop = hepatic lipid droplet formation modulation. inhibition, % at 6.5 µM. AML12 mouse hepatocytes, oleate lipid droplets, BODIPY imaging. actives 0.4% (n = 240,000);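 active = lipid droplet intensity inhibited by at least 50%, with more than 500 cells counted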
#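 Assay system: AML12 hepatocytes (mouse) / Also added: 100 µM oleic acid challenge / Times: overnight treatment with compound plus oleate / Detection: high-content imaging of BODIPY-stained droplets and DAPI nuclei / Evaluation: % inhibition of lipid droplet signal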
# Ins promoter up = MIN6 insulin promoter up-regulation | z-score at 5 µM | MIN6 insulin promoter-GFP reporter, high-content imaging; active compounds read high | actives 0.3% (n = 190,000);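 active = z-score above 3 at 5 µM with at least 500 cells counted in the well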
# T cell modulator = T cell immune modulation candidate; 2C CD8+ T cell-vesicle binding, flow cytometry; active compounds read low; calls only at 7 µM; actives 0.068% (n = 330,000);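 active = response, share of CD8 T cells binding vesicles, and their 90th percentile fluorescence all below set limits, cut at about 80% in these data, passing the limit was not always enough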
#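 Assay system: 2C TCR transgenic mouse naive CD8+ T cells, MACS-purified | Read-out: CD8+ gate FL2 mean fluorescence as % of same-row positive control | Signal: High-throughput flow cytometry with anti-B7-1 and anti-CD8 staining | Timing: Binding step 1.5 h, 37 °C, antibody labelling 20 min, ice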
# Dynein cargo inh cytoplasmic EGFP = second read-out of Dynein cargo inh, no call of its own (marks repeat the call); z-score; measured here: cytoplasmic GR-EGFP intensity; active compounds read high
# Dynein cargo inh nuclear GR-EGFP = recorded beside Dynein cargo inh, whose call it bears; z-score; measured here: nuclear GR-EGFP intensity;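 lower value marks the stronger effect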
# Dynein cargo inh cell count = second read-out of Dynein cargo inh, no call of its own (marks repeat the call); z-score; measured here: cell count per field
# Ins promoter up cell count = recorded beside Ins promoter up, whose call it bears; cell count; measured here: cytotoxicity, nuclei count;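 total cells summed across four imaged fields per well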
# Hep lipid drop cells 6.5 µM = also measured in Hep lipid drop; calls as there; cell count; measured here: cell count, cytotoxicity flag;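 cells counted across two imaged fields per well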
# bCat nuc transl cell count 5 µM = also measured in bCat nuc transl; calls as there; cell count; measured here: cell count, cytotoxicity flag
# T cell modulator vesicle-bound % = recorded beside T cell modulator, whose call it bears; double positive events, %; measured here: CD8+ vesicle-bound cell fraction;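 binding gate set so that unloaded-vesicle control wells show 10% double positive cells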
# MT stabilize HCS Hoechst-high % = further read-out of MT stabilize HCS, marked with its call; % Hoechst-high responders; measured here: nuclear condensation Hoechst responders;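 share of cells brighter than vehicle mean plus two SD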
# MT stabilize HCS cytotoxicity % = also measured in MT stabilize HCS; calls as there; toxicity, %; measured here: cytotoxicity by cell density;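 0% = mean cell density of plate MIN control wells and 100% = no cells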
# Autophagy HCS cell loss 18 h = recorded beside Autophagy HCS, whose call it bears; toxicity, %; measured here: cell loss, nuclei count;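 cell loss after 18 h compound exposure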
# An asterisk follows results filed as active; i = inactive; . = not tested or not shown.
SMILES,MT stabilize HCS,MT stabilize HCS Hoechst-high %,MT stabilize HCS cytotoxicity %,Autophagy HCS,Autophagy HCS cell loss 18 h,PhoP inhibition,ER stress rescue,Dynein cargo inh,Dynein cargo inh cytoplasmic EGFP,Dynein cargo inh nuclear GR-EGFP,Dynein cargo inh cell count,bCat nuc transl,bCat nuc transl cell count 5 µM,Hep lipid drop,Hep lipid drop cells 6.5 µM,Ins promoter up,Ins promoter up cell count,T cell modulator,T cell modulator vesicle-bound %
Cc1ccc(NC(=O)C(c2ccc(Cl)cc2)N2CCOCC2)cc1 (stereo unspecified),6.1,1.2,6.2,i,15,-4%,0.1%,1.8,-0.22,1,-1.4,.,.,12,724,-0.6,1277,i,55
COc1cccc(N=C2CC(C)(C)CC(=O)/C2=C(/O)c2ccccc2)c1,2.2,1.6,8.2,i,2,-4%,0.0%,-0.68,-0.24,-0.22,0.1,-4.3,1079,0,703,.,.,i,37
Cc1ccc2c(c1)N(CCCC(=O)NCC1COc3ccccc3O1)C(=O)CO2 (stereo unspecified),4.9,3.9,3.9,i,18,0%,-2.0%,-1.1,-0.29,-0.49,0.61,2.0,1459,.,.,-0.45,1476,i,13
Cc1ccc(NC(=O)CSc2nc(=O)cc(N)n2CCc2ccccc2)cc1,3.5,3.9,6.9,i,4,-6%,-1.2%,-0.47,-0.31,0.42,-0.87,0.4,1077,-2,697,0.96,1220,i,60
O=C(Cn1c(C(F)(F)F)nc2ccccc21)Oc1cccc(C(F)(F)F)c1,3.3,1.5,6.8,i,3,28%,1.9%,-4.2*,0.44*,-1.5*,0.14*,-1.7,1399,.,.,-0.08,1719,i,46
Clc1ccc2nc(-c3ccc(Br)s3)cn2c1,3.4,3.5,7.5,i,-25,-7%,-3.2%,0.13,-0.17,0.39,1.1,-0.1,1054,2,606,-0.22,1796,i,55
COc1ccc(NC(=O)Nc2ccc3oc(C)nc3c2)cc1,3.1,3.7,8.9,i,-14,3%,-3.1%,2.1,-0.18,1.1,-1.2,0.5,983,1,664,.,.,i,68
O=C(CSc1nc2ccccc2[nH]1)c1c[nH]c2ccccc12,2.7,2.3,9.9,i,-4,-3%,-1.1%,-0.15,-0.2,-0.3,0.16,-0.2,1538,43,631,.,.,i,44
COc1ccc(CCNC(=O)COc2ccc(-c3ccc(C)cc3)cc2)cc1OC,1.5,1.1,7.6,i,2,10%,-1.4%,0.58,-0.2,0.062,0.33,0.0,1394,.,.,-0.79,1132,i,25
CC(C)N(C(=O)CSc1nc2ccccc2n1Cc1ccccc1)C(C)C,2.6,1.5,4.8,i,-16,8%,0.7%,-0.99,-0.22,-0.22,0.2,-2.2,1215,5,767,-0.41,1016,i,14
C=C(C)Cc1c(C)nc(-c2ccccc2)[nH]c1=O,2.1,1.6,2.6,i,-4,-10%,2.9%,-0.28,-0.29,0.018,-0.071,-2.1,1172,5,749,.,.,i,59
CCCCNS(=O)(=O)c1ccc(NC(=O)C(Sc2ccccc2)c2ccccc2)cc1 (stereo unspecified),2.2,3.0,16,i,1,-8%,0.0%,0.89,-0.24,0.59,-0.99,-2.8,1161,1,642,-0.21,1142,i,39
CSc1nnc2n(-c3ccc(C)cc3)c(=O)c3c4c(sc3n12)COC(C(C)C)C4 (stereo unspecified),2.2,5.5,7.9,i,8,-3%,0.2%,0.71,-0.15,0.7,-0.55,.,.,.,.,-0.18,855,i,38
CCOc1cc(/C=N\Nc2ncc(F)c(N3CCOCC3)n2)ccc1Oc1nc(Cl)ncc1F,.,.,.,.,.,-11%,.,0.88,-0.24,0.62,-0.33,1.1,1304,-7,662,-0.59,884,i,33
CCOc1ccc2c(c1)c(C(C)=O)c(C)n2-c1ccccc1,1.8,2.1,9.2,i,5,-3%,0.2%,0.52,-0.36,0.33,-0.32,-3.7,1187,1,797,.,.,i,33
CCC(C)(C)NC(=O)C(c1cccn1C)N(C(=O)Cn1nnc2ccccc21)c1ccc(OC)cc1OC (stereo unspecified),2.0,1.6,6.5,i,0,1%,1.6%,-0.56,0.28,0.1,0.41,1.8,945,-44,688,.,.,i,40
Cc1nn(Cc2ccccc2)c(C)c1NC(=O)CCCn1nc([N+](=O)[O-])c(Cl)c1C,3.9,2.7,5.8,i,-18,4%,-1.4%,0.62,-0.27,1.1,-0.39,-2.7,1054,9,656,0.03,1404,i,5
CC(Nc1ccc(Cl)cc1)c1cc(Cl)ccc1O (stereo unspecified),3.4,2.7,11,i,-2,0%,-0.8%,-3,1,-1.5,-3.8,1.6,101,-18,719,.,.,i,52
COc1cc(/C=C2\COC/C(=C\c3ccc(O)c(OC)c3)C2=O)ccc1O,.,.,.,.,.,-11%,.,-5.7*,0.86*,-2.7*,0.47*,-1.4,1089,4,670,-0.84,884,i,36
O=C(NCCOc1ccc(Cl)cc1)c1ccc2ccccc2n1,2.6,1.7,4.9,i,-6,-6%,2.8%,-0.86,0.11,-0.17,0.41,-0.9,1031,-13,702,.,.,i,34
Cc1c(C(=O)N2CCc3ccccc3C2)oc2ccc(S(=O)(=O)N3CC(C)CC(C)C3)cc12 (stereo unspecified),3.0,2.2,5.2,i,4,7%,-1.3%,0.56,-0.24,0.19,-1.3,2.0,812,-72,446,.,.,i,33
Cc1ccc(S(=O)(=O)Nc2nc(C)c(C(=O)N/N=C/c3ccccc3)s2)cc1,2.4,1.6,9.7,i,-48,0%,-2.3%,0.19,-0.13,0.26,0.092,7.5,470,0,744,.,.,i,65
Cc1ccc(NC(=O)C2=NNC(=O)CC2)cc1F,.,.,.,.,.,-4%,.,-1.1,-0.28,-0.39,0.81,-1.8,1268,0,737,0.71,1136,i,10
CCN1CCN(Cc2ccc(NC(=O)c3ccc(C)c(NC(=O)c4ccnnc4)c3)cc2C(F)(F)F)CC1,.,.,.,.,.,-1%,.,-0.49,-0.81,-0.29,0.37,-2.3,1413,-18,647,-0.07,815,i,18
O=c1[nH]c(N2CCN(c3ccccc3)CC2)nc2c1CCCC2,1.8,1.0,4.9,i,32,-2%,-0.1%,-1.9,-0.15,-0.71,0.91,.,.,13,818,0.22,935,i,46
CCOc1ccccc1N(CC(=O)NC1CCCCC1)S(C)(=O)=O,2.4,2.1,6.9,i,10,-7%,-1.6%,-1.1,-0.26,-0.48,2.1,-4.9,782,.,.,0.82,1165,i,37
Cc1ccc(-n2nc(C)c3c(C)c(CCC(=O)Nc4ccc(CN5CCCC5)cc4)c(C)nc32)cc1,.,.,.,.,.,-13%,.,13,2.9,9.8,-5.9,9.1,1227,33,693,-2.9,628,i,38
CCOC(=O)C(=CNNc1ccccc1)C(=O)OCC,.,.,.,.,.,-5%,.,0.6,-0.22,0.072,-0.48,0.0,1322,13,632,0.03,1123,i,29
CCOc1ccc(C2NC(=O)NC(C)=C2C(=O)OC)cc1C (stereo unspecified),1.2,1.3,26,i,-3,-14%,3.2%,0.82,-0.28,0.24,-0.058,1.8,1097,-15,771,-0.38,861,i,52
CCOC(=O)CNC(=O)CSc1nc2cccnc2n1Cc1ccccc1,3.2,1.9,0.9,i,4,6%,-2.0%,0.91,-0.17,0.9,-0.36,-1.1,902,.,.,-0.56,1132,i,48
CCOc1cccc(=O)c2c(C)n(C)c(C)c12,2.2,1.8,3.8,i,-17,-6%,2.5%,-0.47,-0.21,-0.17,0.21,0.2,1121,.,.,-1,1170,i,6
CCCCN(C)CCC(=O)Nc1ccc(OC)cc1OC,2.5,2.1,4.1,i,-3,-2%,2.2%,0.6,-0.21,0.6,0.31,-1.3,1211,7,710,1.8,1299,i,21
COc1cc(NC(=O)c2cncc(-c3ccc(C#N)cc3)c2)cc(C(=O)Nc2cccc(C(F)(F)F)c2)c1,.,.,.,.,.,7%,.,0.28,-0.78,0.15,-0.22,-1.9,1331,34,757,0.03,958,i,30
Cc1cccc(-n2nnc(C(=O)NCc3ccc4c(c3)OCO4)c2N)c1,4.1,2.1,11,i,0,-3%,7.2%,-0.62,-0.19,-0.07,-0.017,.,.,.,.,.,.,i,36
CCOC(=O)C1CCN(C(=O)c2cc3c(=O)n4ccccc4nc3n2C)CC1,4.1,1.4,7.0,i,4,-1%,2.1%,-1.2,-0.34,0.03,1.3,0.4,1493,9,669,-0.21,1404,i,58

# Source: PubChem (several laboratories)

# This is a random part of the collection; any-hit rate near 3%.
